# Source: PubChem (National Center for Advancing Translational Sciences (NCATS))
# 12-LOX inh – inhibitors of human 12S-lipoxygenase ALOX12. P18054. purified 12hLO, xylenol orange hydroperoxide absorbance. Potency, µM (doses to about 108 µM), for inactives: at the highest dose activity change, negative = inhibition, actives largely listed as inhibitors. 1.1% of 580,000 active; active means well fitted inhibition curve with a large enough effect; inconclusive means small, poorly fitted or top-dose-only effect, or another doubt; inactive means no such curve, though single readings can be large or run the other way
# Target sequence (P18054 whole entry, looked up): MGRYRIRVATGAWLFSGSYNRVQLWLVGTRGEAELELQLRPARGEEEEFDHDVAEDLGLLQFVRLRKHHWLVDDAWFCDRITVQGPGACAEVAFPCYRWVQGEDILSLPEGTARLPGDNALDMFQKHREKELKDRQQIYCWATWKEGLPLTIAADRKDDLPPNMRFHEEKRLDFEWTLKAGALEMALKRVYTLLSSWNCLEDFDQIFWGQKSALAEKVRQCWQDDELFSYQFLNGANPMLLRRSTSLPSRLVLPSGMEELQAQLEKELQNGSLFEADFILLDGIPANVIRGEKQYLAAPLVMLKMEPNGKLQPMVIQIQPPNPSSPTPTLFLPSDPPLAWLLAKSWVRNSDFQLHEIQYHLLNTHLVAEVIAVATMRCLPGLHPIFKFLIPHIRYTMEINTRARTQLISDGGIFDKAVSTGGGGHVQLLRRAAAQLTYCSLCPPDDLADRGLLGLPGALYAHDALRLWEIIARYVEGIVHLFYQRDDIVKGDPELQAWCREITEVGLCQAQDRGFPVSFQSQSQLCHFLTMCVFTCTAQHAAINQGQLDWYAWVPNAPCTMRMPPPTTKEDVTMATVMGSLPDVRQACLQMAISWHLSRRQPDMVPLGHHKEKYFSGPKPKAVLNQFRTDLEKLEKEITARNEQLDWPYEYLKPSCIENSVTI
#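 Hydroperoxide product was detected by ferrous iron/xylenol orange as the 573 to 405 nm absorbance ratio. Arachidonic acid at 40 uM (final) was turned over for 30 min at room temperature by 150 nM human 12hLO, pH 7.0 Hepes buffer, after 15 min compound preincubation.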
# Active calls of the source: *; ? = inconclusive; [ ] = dose if it differs, or a comment. On the % scale 0 is the no-effect control and ±100 the full control effect; potency means the concentration at half of the fitted maximal effect. An excerpt; count on the stated rates, not on these rows.
SMILES,12-LOX inh
CCOc1ccccc1Nc1nc(-c2sc(NC(=O)CC)nc2C)cs1,-24.1%
CC1CCCCC1NC(=S)NCc1ccccc1 (stereo unspecified),-72.1%
CC1CCCCN1CCNC(=O)CCc1nc2ccccc2[nH]1 (stereo unspecified),18.9%
Cc1ccc(CNC(=O)CN2C(=O)NC3(CCCCC3)C2=O)cc1,?
Cc1cnc(C2CC2)n1C1CCCN(C(=O)C2CCC2)C1 (stereo unspecified),29.1%
O=C1CC(c2ccc(F)cc2)c2cc(Br)c3ccccc3c2N1 (stereo unspecified),-18.7%
O=C(Nc1nnc(C2CC2)s1)c1ccc2ccccc2n1,32.8%
CC(=O)c1ccc(C(=O)O)s1,15.8µM*
COc1ccc(-c2ccc3ncc(Nc4cccc(N[S+](C)(=O)[O-])c4)n3n2)cc1OC,5.9%
Cc1ccc(Nc2nc(N)c(C(=O)C(C)C)s2)c(C)c1,-18.3%
Cc1nc(C2(C)CCN(C(=O)c3cnccn3)CC2)no1,19.6%
O=C1NC2(CCCN(Cc3cccc4ccccc34)C2)Oc2ccccc21 (stereo unspecified),?
Cc1cc(N2CCN(Cc3nc(C(C)(C)C)no3)CC2)nc(C(C)C)n1,-0.4%
COCCN1CCC(CN(C)C2CCNCC2)C1 (stereo unspecified),3.5%
CC(C)(CNC(=O)C1(c2ccccc2)CC1)C(N)=O,-4.5%
CCC(C)NC(=O)Cc1csc(NC(=O)Nc2ccccc2)n1 (stereo unspecified),?
Cc1cc2c(c(=O)n(-c3ccccc3)c(=O)n2CC(=O)Nc2cccc(C#N)c2)n1C,23.1%
COCCN1CCC(CN(Cc2ccncc2)C(=O)C2CC23CCCC3)CC1 (stereo unspecified),45.5%[activator]
CN1CC2(CCN(Cc3ccc(CCC(C)(C)O)cc3)CC2)OC1=O,68.5%
COc1ccc(NCC(=O)NC(C)(C#N)C(C)C)cc1Cl (stereo unspecified),?
Cc1ccc2oc(C(=O)N3CCC(c4nc5ccccc5o4)CC3)c(C)c2c1,-26.4%
CCn1c(SCC(=O)Nc2ccnn2C2CCCC2)nnc1C1CC1,2.9%
CCC(=O)NCCc1cccc2cccnc12,7.2%
O=C(Nc1cc(C(F)(F)F)ccc1Cl)C1=C(c2ccccc2)S(=O)(=O)CCO1,?
O=C(NCCC1=CCCCC1)C1CCN(C(=O)c2ncn3c2COC(c2ccc(Cl)cc2)C3)CC1 (stereo unspecified),35.2%[activator]

# More compounds follow:
SMILES,12-LOX inh
Fc1ccc(CN2CCOC[C@H]2c2ncc(-c3cccnc3)[nH]2)cc1,23.1%[176 µM]
O=C(Cc1cccc(F)c1)N1CCC2(CC1)N(c1ccccc1)C(=O)CS2(=O)=O,28.6%
COc1ccc(-c2nnc3n2CCN(C(=O)Cc2ccc(F)cc2)C3)cc1,-1.9%
COCC(=O)N1CCC[C@@]2(CCN(C(=O)Nc3cccc(F)c3)C2)C1,-2.8%[57.4 µM]
CC(C)OC(=O)CCNC(=O)c1ccccc1-c1ncc(-c2ccccc2)o1,1.3%
COc1ccc(OC)c(CN2CCNc3cnc(Nc4ccccc4)cc3C2)c1,3.8%[176 µM]
COCCO[C@H]1C(=O)N(C2CCN(C(=O)c3cnc(C)cn3)CC2)[C@H]1c1ccncc1,80.7%[activator]
COC(=O)c1ccc(CNC(=O)c2ccc(Oc3ccccc3)cc2)cc1,46.1%[activator]
COc1ccc(C(=O)Nc2ccc(-c3noc([C@@H]4CCCN4Cc4ccc(F)c(F)c4)n3)cn2)cc1,15.0%
C=CCN1[C@@H](C)[C@@H](c2ccccc2)Oc2c(Cl)cccc2S1(=O)=O,-4.7%
CN(Cc1ccccc1)C(=O)CN1C(=O)COc2ccc(C(=O)COc3cccc(F)c3)cc21,32.3%
CC(C)NC(=O)N1CC[C@@]2(CCCN(S(C)(=O)=O)C2)C1,?
CN(C)CCCN(Cc1ccc(Cl)cc1Cl)Cc1ccc(Cl)cc1Cl,?
CC(C)(C)n1nnnc1C1CC2(CCOCC2)C(=O)N1Cc1ccc(F)cc1F (stereo unspecified),3.6%
Cc1csc2nc(COC(=O)c3ccc(NC(=O)c4ccc(C(C)(C)C)cc4)cc3)cc(=O)n12,-1.6%
O=S(=O)(NC(c1ccccc1)c1cccs1)c1ccccc1 (stereo unspecified),4.7%
CCN1CC2(CCN(C(=O)c3cccc(Cn4cccn4)c3)CC2)OC1=O,0.9%
CC[C@@]1(C(=O)O)C[C@H](C(=O)NCCOC)[C@H](c2ccc(OC)cc2)N1C,59.9%[activator]
O=C(c1cccc(Cl)c1)N1CCN(C2CCN(Cc3ccccn3)C2=O)CC1 (stereo unspecified),72.9%[activator]
COC(=O)CNC(=O)C1CCc2nnc(CNC(=O)c3ccccc3)n21 (stereo unspecified),0.4%[6.33 µM]
COc1ccc(C(=O)N2CCCCCCN(C)C(=O)[C@@H]3CCC[C@@H]32)c(OC)n1,10.9%
O=C(Nc1cccc2ncccc12)c1cccc(S(=O)(=O)NCC(F)(F)F)c1,10.9%
Cc1cnc(-c2ccncc2)n1C1CCN(C(=O)Cc2ccccc2)CC1,28.0%
COc1ccccc1CN1CCC2(CC1)Cc1ccccc1CNC2=O,?
Cc1cc(C)n(-c2nc3ccccc3nc2Nc2cccc(Cl)c2)n1,47.4%[activator]

# Continuation:
SMILES,12-LOX inh
CC(Sc1nc(CN2CCOCC2)nc2ccccc12)C(=O)Nc1ccc(F)cc1F (stereo unspecified),-26.1%
O=C(c1cc(C(F)(F)F)cc(C(F)(F)F)c1)N1CCCC(CO)C1 (stereo unspecified),9.0%
COc1ccc(-c2ccc3ncc(Nc4ccc(CCO)cc4)n3n2)cn1,18.7%[176 µM]
Cc1nc2cc(NC(=O)COc3ccc(Br)cc3)ccc2o1,11.9%
O=C(Nc1cc(Cl)ccc1Cl)C1=C(c2ccccc2)S(=O)(=O)CCO1,?
CCOCCCNCc1ccccc1Cl,-55.1%
O=C1CCN(C(=O)c2ccc3ccccc3n2)CCCCCCN1,19.3%
COc1cncc(N2C[C@@H]3[C@H](C2)N(CCOc2ccccc2)C(=O)C(C)(C)[S+]3(=O)[O-])c1,-7.6%
O=C(NC1CC1)c1cnn2ncccc12,8.4%[176 µM]
CN(CCC(C)(C)O)C(=O)c1cc2c(C(F)(F)F)nn(C)c2s1,-16.0%
CC(CCc1ccccc1)NC(=O)c1ccc[n+]([O-])c1 (stereo unspecified),4.0%
CC(=O)N1CCc2nc(C(C)C)nc(-c3ccc(O)cc3)c2CC1,17.2%[176 µM]
Cc1noc2c(-c3cccnc3NC3CCN(C)CC3)cc(-c3ccc(Cl)cc3)nc12,?
CCOC(=O)NC1CCCN(CC=C(C)C)C1 (stereo unspecified),47.8%
Cc1ccc(NC(=O)Nc2c(N3CCCC3)c3ccccc3oc2=O)cc1F,-2.3%
Cc1nc(C)c(CN2CCOC[C@H](Oc3cnccn3)C2)s1,50.6%[176 µM]
COc1ccccc1NC(=O)N1CC[C@@H](CC(=O)O)[C@@H](CC2=NCCc3cc(F)ccc32)C1,0.6%
COc1ccc(-c2nc(Cn3c(-c4ccc(F)cc4)nc(C)c(CCO)c3=O)c(C)o2)cc1,23.1%
COc1cccc(C(=O)N2C[C@@H]3CCN(C)C[C@]3(C(=O)O)C2)c1C,34.5%[activator]
CC(C)(C)NC(=O)CSc1nc2c(c(-c3cccs3)c1C#N)CCCC2,-54.0%
COc1ccc(C(=O)COC(=O)c2c(Cl)cccc2Cl)c(OC)c1,-45.1%
CC(C)(C)c1coc2cc3oc(=O)c4ccccc4c3cc12,-5.8%
COc1ccccc1CN1CCOCC2(C1)CN([S+](=O)([O-])c1ccccc1)C2,3.7%[176 µM]
CCS(=O)(=O)N1CCCc2cc(C(=O)Nc3c(C)cccc3C(C)C)ccc21,0.2%
CCN1CC(C(=O)N(C)Cc2ccc(Oc3ccccc3)cc2)CCC1=O (stereo unspecified),31.7%[activator]

# (cont.)
SMILES,12-LOX inh
COCCN1CCC(N2CCN(S(=O)(=O)c3cccc(C)c3)CC2)C1=O (stereo unspecified),72.9%[activator]
CN1C[C@H](NCc2cccnc2)CCC[C@@H](C(=O)NC2CC2)CC1=O,12.1%[176 µM]
CCN(CC)S(=O)(=O)c1ccc(CN)s1,7.9%
CCC(=O)Oc1ccc2c(=O)c(-c3ccc(OC)cc3)c(C)oc2c1,4.2%
Cc1ccc(C(C)NC(=O)c2ccc(Br)s2)cc1 (stereo unspecified),?
CCn1nccc1C(=O)N1CCC2(CC1)c1[nH]c3ccc(OC)cc3c1CCN2C,21.0%
O=[S+]([O-])(Nc1cccnc1)c1ccc2c(c1)OCCN(CCc1ccccc1)C2,7.3%[176 µM]
Cc1ccc(C(=O)N2C[C@@H](F)C[C@H]2C(=O)N2CCc3ccccc3C2)s1,-24.0%
O=C(c1nn(-c2ccccc2)c(=O)c2ccccc12)N1CCC1,28.9%
CCNC(=O)N1CCC(NC(=O)c2cccc(CCC(C)(C)O)c2)CC1,-5.4%
O=c1cc(C(F)(F)F)[nH]c(=S)[nH]1,0.794µM*
Cc1cccn2cc(COc3ccccc3C(=O)O)nc12,-44.9%
Cc1ccccc1-c1nc(CSc2nc(C)c(C)c(=O)[nH]2)c(C)o1,10.7%
O=C1Nc2ccc(-c3cccc(C(F)(F)F)c3)cc2C(=O)N2CCN(C(=O)c3cccnc3)C[C@H]12,-12.5%
CCOC(=O)c1cnc2ccc(OCC)cc2c1Nc1cccc(C(=O)OC)c1,10.8%
CC(C)NC(=O)c1cccc2c1CCCN2CC(=O)NCCc1ccccc1,-6.0%
CCC(c1nnnn1-c1ccc2c(c1)OCCO2)N1CCN(c2ccc(OC)cc2)CC1 (stereo unspecified),9.4%
Cc1cc(C)c2cc(C#N)c(NCCNC(=O)c3ccccn3)nc2c1,1.7%
COc1ccccc1-c1nc(C#N)c(N(C)Cc2ccccc2)o1,-7.9%
Cc1[nH]c2ccccc2c1C(=O)C(C)OC(=O)c1ccc(CO)cc1 (stereo unspecified),2.8%
CN1CCN(C2CCOC3(CCN(C(=O)CCc4ccccc4)CC3)C2)CC1 (stereo unspecified),39.1%[activator]
O=C(Nc1ccccc1Cl)c1ccc2c(Cl)c3c(nc2c1)CCCC3,?
C=CCN(Cc1ccc2c(c1)OCO2)C(C#Cc1ccccc1)c1ccccc1C(F)(F)F (stereo unspecified),-3.2%
COc1ccc(C2(C(=O)N3CCC(Cc4nc(-c5ccc(F)cc5)no4)CC3)CC2)cc1,?
Cc1nc(Cc2nn3c(-c4cc(Cl)ccc4F)nnc3s2)cs1,?

# Arranged by SMILES length (lowest first): some entries from above.
SMILES,12-LOX inh
CCN(CC)S(=O)(=O)c1ccc(CN)s1,7.9%
O=c1cc(C(F)(F)F)[nH]c(=S)[nH]1,0.794µM*
Cc1ccc(C(C)NC(=O)c2ccc(Br)s2)cc1 (stereo unspecified),?
COc1ccccc1-c1nc(C#N)c(N(C)Cc2ccccc2)o1,-7.9%
Cc1nc(Cc2nn3c(-c4cc(Cl)ccc4F)nnc3s2)cs1,?
O=C(c1nn(-c2ccccc2)c(=O)c2ccccc12)N1CCC1,28.9%
CC(C)NC(=O)c1cccc2c1CCCN2CC(=O)NCCc1ccccc1,-6.0%
CCNC(=O)N1CCC(NC(=O)c2cccc(CCC(C)(C)O)c2)CC1,-5.4%
COCCN1CCC(N2CCN(S(=O)(=O)c3cccc(C)c3)CC2)C1=O (stereo unspecified),72.9%[activator]
CN1C[C@H](NCc2cccnc2)CCC[C@@H](C(=O)NC2CC2)CC1=O,12.1%[176 µM]
CCn1nccc1C(=O)N1CCC2(CC1)c1[nH]c3ccc(OC)cc3c1CCN2C,21.0%
CCC(c1nnnn1-c1ccc2c(c1)OCCO2)N1CCN(c2ccc(OC)cc2)CC1 (stereo unspecified),9.4%
O=[S+]([O-])(Nc1cccnc1)c1ccc2c(c1)OCCN(CCc1ccccc1)C2,7.3%[176 µM]
Cc1ccc(C(=O)N2C[C@@H](F)C[C@H]2C(=O)N2CCc3ccccc3C2)s1,-24.0%
COc1ccc(C2(C(=O)N3CCC(Cc4nc(-c5ccc(F)cc5)no4)CC3)CC2)cc1,?
O=C1Nc2ccc(-c3cccc(C(F)(F)F)c3)cc2C(=O)N2CCN(C(=O)c3cccnc3)C[C@H]12,-12.5%

# The listing continues:
SMILES,12-LOX inh
COc1cc(/C=C(\C#N)C(=O)C(C)(C)C)ccc1OCc1ccc(Cl)cc1Cl,?
O=[N+]([O-])c1ccc(Cl)c(CN2CCN(c3ncc(Cc4ccccc4)cn3)CC2)c1,-19.5%
COCC(=O)N1CCC2(CCCN(c3ccccc3)C2)CC1,?
Cc1ccc(C2Cn3nnc(C(=O)N4CCC(C(=O)Nc5ccccc5)CC4)c3CO2)cc1 (stereo unspecified),-10.5%
COc1cc(NC(=O)CSc2nc3c(=O)[nH]cnc3n2-c2ccc(C)cc2)cc(OC)c1,24.5%
CCN(CC)Cc1cnc2c(C(=O)N3CCC(N(C)C)C3)cnn2c1 (stereo unspecified),33.3%[activator]
CCc1noc(-c2nc(-c3ccccc3C)no2)n1,2.6%
Cc1ccc(C2Cn3nnc(-c4noc(CCc5ccccc5)n4)c3CO2)cc1 (stereo unspecified),-5.6%
O=[N+]([O-])c1ccccc1C=C(c1ccccc1)c1ccccc1,59.6%
C/C(=N/NC(=O)c1ccc(C)cc1C)c1cccc2ccccc12,-2.7%
O=c1oc2ccccc2c(NC2CCCC2)c1NS(=O)(=O)c1ccc(Cl)s1,-0.8%
CCc1cc(=O)n(CC(=O)NCc2ccc(OC)c(OC)c2)c(N2CCOCC2)n1,2.6%
Cc1ccc(C(CNC(=O)c2cc(=O)c3ccc(Br)cc3o2)N2CCC(C)CC2)o1 (stereo unspecified),-2.3%
C[C@@H](c1ccccc1)N1C[C@@H](COCc2ccccc2)Oc2cc(N3CCC[C@H]3CO)ccc2S1(=O)=O,?
CCOC(=O)Cc1nnc(SC(C)C(=O)Nc2cccc(F)c2)n1C (stereo unspecified),6.2%
